AT treatment: potential ataxia-telangiectasia treatment. 0.19% of 320,000 active. […] A-T fibroblasts, KAP-1 phosphorylation AlphaLISA; neocarzinostatin DNA damage 30 min before lysis. Potency, µM (series often up to 57.5 µM), inactives show at the highest dose activation, usual class: activators; note: potency is the fitted concentration of half-maximal effect; % of control where 0% means no effect; nearly all actives have a fitted effect of over 45% in size
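hTERT-immortalized A-T patient fibroblasts ([…]), 500 cells/well in OPTI-MEM, 1% FBS, got compounds for 60 min, then NCS for 30 min at 37C. Lysates were then assayed for phospho-KAP-1 by AlphaLISA (anti-pKAP1 donor, anti-KAP1 acceptor beads), 6 hr at 25C.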
MBNL1-CUG inh: inhibitors of human MBNL1 binding to CUG repeat RNA; Potency, µM (series often up to 57.5 µM), for inactives: at the top dose activity change, negative = inhibition, usual class: inhibitors; Q9NR56; 0.036% of 280,000 active; TR-FRET MBNL1-His/biotin-(CUG)12 binding, 665/545 ratio; AID 2675; active = well fitted inhibition curve with a large enough effect in the signal ratio, with a control signal flat, not every such curve was filed as active; inconclusive = small, poorly fitted or top-dose-only effect, or effect the other way, or a change in a side signal; inactive = no such curve, though single readings can be large or run the other way; the % refers to the signal ratio; note: potency is the fitted concentration of half-maximal effect; % is set by controls: 0 for no effect and ±100 for the full control effect
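Compounds (final 92 nM to 58 uM) are added to His-tagged MBNL1 and biotin-(CUG)12, then terbium anti-His antibody and streptavidin-XL665 (5 nM final). After 60 min at room temperature, the 665/545 nm ratio is read.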
TSHR antagonist: blocks TSH signaling through the human TSH receptor | TSHR-expressing cells, TSH-stimulated cAMP HTRF, 2 h; stronger effect = lower value | activity change, negative = inhibition, % at 11.5 µM | 0.2% of 330,000 active | P16473;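 active = activity change below a set negative limit, meaning inhibition stronger than a set level, cut at about -70% in these data; inconclusive = activity change between two set negative limits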; note: % is set by controls: 0 for no effect and ±100 for the full control effect
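Freshly harvested TSHR cells receive pin-tooled compound, then EC80 TSH at 4nM final. After 2 hours at 37 deg C, antibody in lysis buffer and cAMP-d2 are added; 30 minutes at ambient temperature precede the HTRF read.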
ASM inhibitor: human S-ASM enzyme inhibition | AID 504937 | Potency, µM (series often up to 57.5 µM), without a hit: at the top dose activity change, negative = inhibition, actives largely listed as inhibitors | 0.006% of 340,000 active | placental ASM, HMU-PC fluorogenic substrate, 60 min | P17405; note: potency is the fitted concentration of half-maximal effect
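Fluorescence read-out (Ex 386 nm, Em 447 nm) after stopping the reaction at pH 10. Enzyme: ASM from human placenta; substrate HMU-PC0, 9 uM final; 60 min, 37 °C. Compound preincubation 10 min, ambient temperature.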
TSG101-PTAP inh: blocks PTAP/TSG101 interaction to inhibit HIV-1 budding; Q99816; Fluorescence polarization, FITC-PTAP peptide / Tsg101 binding; Potency, µM (top dose mostly 115 µM), for the others: at the highest dose activity change, negative = inhibition, usual class: inhibitors; 340,000 tested, under 10 active; AID 493005; active = well fitted inhibition curve with a large enough effect in the main read-out, with a control signal flat, not every such curve was filed as active; inconclusive = small, poorly fitted or top-dose-only effect, or effect the other way, or a change in a side signal; inactive = no such curve, though single readings can be large or run the other way; note: potency is the fitted concentration of half-maximal effect; % of control where 0% means no effect
Target sequence (Q99816 whole entry, looked up): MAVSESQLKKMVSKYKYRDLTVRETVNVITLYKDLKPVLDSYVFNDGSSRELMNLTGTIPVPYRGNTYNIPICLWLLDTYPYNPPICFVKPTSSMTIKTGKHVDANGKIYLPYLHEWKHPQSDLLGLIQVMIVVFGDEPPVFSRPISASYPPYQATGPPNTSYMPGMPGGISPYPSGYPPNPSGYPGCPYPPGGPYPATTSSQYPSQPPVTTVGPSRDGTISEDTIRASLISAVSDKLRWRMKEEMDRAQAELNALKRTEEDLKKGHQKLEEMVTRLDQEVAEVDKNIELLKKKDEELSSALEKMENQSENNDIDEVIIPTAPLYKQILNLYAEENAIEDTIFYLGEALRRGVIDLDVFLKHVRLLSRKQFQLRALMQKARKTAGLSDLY
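Fluorescence anisotropy tracks displacement of a FITC-tagged PTAP peptide (50 nM) from the Tsg101 binding domain (10 uM), following a 20 min room-temperature incubation at pH 7.5.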
TCR activator: activates T cell receptor signaling | primary human leukocytes, anti-CD3, IL-2 HTRF, 48 h | Potency, µM (doses to about 9.22 µM), without a hit: at the top dose activation of IL-2 secretion, most hits filed as activators | 330,000 tested, under 10 active | AID 504894; note: % of control where 0% means no effect
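Readout: HTRF IL-2, Eu-cryptate/d2 antibody pair, 320nm excitation, 665nm emission. Stimulus: a-CD3 beads, no co-stimulation. Cells: primary human leukocytes. Exposure: 48 hr with compound.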
Mito fusion yeast: blocks mitochondrial division or promotes mitochondrial fusion | Potency, µM (titrated, usually from 46.1 µM), for the others: at the highest dose growth rescue (activation), usual class: activators | 0.23% of 320,000 active | S. cerevisiae fusion-defective mutant growth rescue, CellTiterGlo 48 h;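 note: potency is the fitted concentration of half-maximal effect; % of control where 0% means no effect; nearly all actives have a fitted effect of over 45% in size; temperature-sensitive fusion mutants such as fzo1-1 at 37 °C on non-fermentable ethanol glycerol medium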
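S. cerevisiae fusion-defective temperature-sensitive mutants (e.g. fzo1-1, mgm1-5) grown 48 h at 37C in YPEG (ethanol/glycerol non-fermentable) medium with 23 nl compound per well; growth rescue read as CellTiterGlo luminescence.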
Menin MLL FP TR: inhibitors of human menin-MLL interaction, mutant MLL peptide | AID 1768 | Potency, µM (titrated, usually from 61.6 µM), for the others: top-dose FP activity change, negative = inhibition, hits mostly inhibitors | Menin + Texas Red MLL mutant peptide, fluorescence polarization | 0.23% of 270,000 active; active = well fitted inhibition curve with a large enough effect in the polarisation, with a control signal flat, not every such curve was filed as active; inconclusive = small, poorly fitted or top-dose-only effect, or effect the other way, or a change in a side signal; inactive = no such curve, though single readings can be large or run the other way; the % refers to the polarisation; note: potency is the fitted concentration of half-maximal effect; % of control where 0% means no effect; many of its hits are not listed in these tables
Target sequence (O00255 whole entry, looked up): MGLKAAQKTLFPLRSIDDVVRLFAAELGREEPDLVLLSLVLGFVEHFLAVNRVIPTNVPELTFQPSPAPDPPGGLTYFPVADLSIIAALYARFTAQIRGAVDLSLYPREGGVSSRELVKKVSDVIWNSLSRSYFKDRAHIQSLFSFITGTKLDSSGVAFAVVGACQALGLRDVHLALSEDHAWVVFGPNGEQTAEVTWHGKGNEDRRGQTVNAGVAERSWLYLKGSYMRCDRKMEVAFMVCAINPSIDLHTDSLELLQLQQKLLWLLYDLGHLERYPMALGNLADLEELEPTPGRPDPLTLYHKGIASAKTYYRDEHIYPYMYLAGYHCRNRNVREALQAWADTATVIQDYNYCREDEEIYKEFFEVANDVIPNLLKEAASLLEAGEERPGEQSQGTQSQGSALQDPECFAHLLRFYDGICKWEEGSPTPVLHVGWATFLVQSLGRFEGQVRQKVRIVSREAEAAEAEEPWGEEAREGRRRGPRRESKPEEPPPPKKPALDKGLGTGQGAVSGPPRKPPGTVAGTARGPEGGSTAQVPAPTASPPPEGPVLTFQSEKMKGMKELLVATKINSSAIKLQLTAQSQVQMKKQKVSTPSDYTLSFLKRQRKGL
a7 integrin act: activates integrin-mediated alleviation for muscular dystrophy; alpha7betagal myoblasts, beta-gal FDG fluorescence, 48 h; 0.064% of 350,000 active; Potency, µM (doses to about 38.3 µM), for the others: at the top dose activation, usual class: activators;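 note: potency is the fitted concentration of half-maximal effect; 100% = response of the positive control SU9516; nearly all actives have a fitted effect of over 60% in size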
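alpha7betagal+/- myoblasts (passage 13, 250/well) treated 48 h at 37C with compounds at 1:260 dilution of DMSO stock. Lysed, then beta-galactosidase activity read as FDG fluorescence (ex 480/em 540) after 30 min, with pre-read for autofluorescence.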
CXXC DNA block: blocks binding of human MLL CXXC domain to DNA | Q03164 | MLL-CXXC / FITC-HOXA9 DNA fluorescence polarization | Potency, µM (titrated, usually from 115 µM), for the others: at the highest dose activity change, negative = inhibition, most hits filed as inhibitors | 0.037% of 290,000 active | AID 2662; active = well fitted inhibition curve with a large enough effect in the polarisation, with a control signal flat, not every such curve was filed as active; inconclusive = small, poorly fitted or top-dose-only effect, or effect the other way, or a change in a side signal; inactive = no such curve, though single readings can be large or run the other way; the % refers to the polarisation; note: potency is the fitted concentration of half-maximal effect
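Steps: dispense CXXC domain solution (7 uM) → pin compounds or unlabeled HOX-A9 DNA control → 5 min ambient → add FLSN-HOX-A9 solution (50 nM) → spin → 30 min ambient → fluorescence polarization. Tris pH 7.5/NaCl/DTT/BSA buffer.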
* hit, by the source's call; u = inconclusive; x = no result given; & = joins results of further samples; [ ] = another dose, or the depositor's remark. Unless noted, calls come from the whole dose curve; as a rule, active = well fitted curve in the direction sought with a large enough effect; inconclusive = small, poorly fitted or top-dose-only effect, or another doubt; inactive = no such curve, though single readings can be large; an effect the other way counts as inactive or inconclusive. Only part of the results is shown; count on the stated rates, not on these rows.

SMILES	AT treatment	MBNL1-CUG inh	TSHR antagonist	ASM inhibitor	TSG101-PTAP inh	TCR activator	Mito fusion yeast	Menin MLL FP TR	a7 integrin act	CXXC DNA block
COc1cc2c(cc1OC)-c1cc(Nc3ccccc3)nc(=O)n1CC2	15.2%	-5.8%	1.0	18.6%	-1.4%	4.4%	4.9%	x	-22.7%	4.2%
O=C(NCCCN1CCOCC1)C(=O)N/N=C/c1ccc(F)cc1	-3.4%	11.2%	-7.6	-1.2%	-4.4%	4.1%	-0.5%	17.8%	-33.2%	-1.0%
CC(C)C(=O)NC(CC(=O)O)c1ccccc1 (configuration not stated)	23.1%	-1.7%	-5.0	-0.2%	-8.5%	-3.7%	4.3%	x	9.1%	-2.0%
COc1ccc(-c2nnc(C3CCN(S(=O)(=O)c4ccccc4)CC3)o2)cc1	1.2%	1.6%	14.7	1.7%	-10.0%	-1.9%	9.1%	0.9%	-20.6%	x
Cc1cc(OCc2cc(C(=O)N(C)Cc3ccccn3)no2)cc(C)c1Cl	19.8%	-1.0%	1.0	-1.4%	0.0%	0.3%	4.2%	x	9.6%	12.4%
Cc1cc(C)n2nc(C(=O)NC3CCCc4ccccc43)nc2n1 (configuration not stated)	3.7%	-2.9%	2.4	5.8%	-0.5%	-3.3%	1.5%	-2.0%	-21.1%	-3.0%
CCCc1ccc(C(C)NC(=S)NC2CCCCC2)cc1 (configuration not stated)	-2.9%	-2.5%	-29.9	-8.1%	-0.2%	7.7%	-10.3%	0.3%	-22.5%	-0.4%
CCNc1nc(Oc2ccc(F)cc2)cc(C(F)(F)F)n1	u	-3.7%	1.6	-1.6%	0.8%	8.2%	-3.0%	-3.2%	-20.6%	4.1%
C=CC(=O)Nc1ccc(N(C)c2ccnc(Nc3ccc(N4CCN(C)CC4)cc3)n2)cc1	-7.7%	x	-8.3	7.2%	-0.7%	13.2%	x	x	-33.3%	x
C=CCn1c(O)c(N=Nc2nc3ccccc3c(=O)n2-c2ccccc2)c2ccccc21	-5.8%	-16.7%	5.3	-0.3%	0.1%	1.2%[46.1 µM]	-3.9%	9.0%	-1.2%	21.7%
CCOC(=O)C(C)c1nn(C)c(=O)c2ccccc12 (configuration not stated)	-9.7%	-5.0%	-13.5	-1.0%	-7.5%	0.1%	5.4%	0.3%	-42.7%	-5.3%
CC(C)CNc1nc(Oc2ccc(=O)n(-c3ccccc3)n2)nc(N2CCOCC2)n1	-2.0%	4.0%	-1.9	-0.9%	-0.7%	0.8%	2.5%	u	7.4%	-3.0%
COc1ccc(-c2cc(C)no2)cc1S(=O)(=O)N1CC(=O)Nc2ccccc21	2.8%	-0.8%	1.2	-0.5%	14.3%	-0.3%	-3.6%	25.1%	-7.4%	u
O=C(Cc1cc(=O)[nH][nH]1)N/N=C/c1cccc(Cl)c1Cl	1.5%&3.2%	6.3%&-6.6%	-8.6&0.3	3.3%&-0.5%	-3.4%&-2.2%	2.1%	-10.8%&-7.1%	10.9%&32.3%	25.1%&16.2%	0.0%&-8.0%
O=S(=O)(c1ccc2c(c1)OCCO2)N1CCN(S(=O)(=O)c2ccccn2)CC1	-0.6%	x	3.6	6.1%	-7.4%	-5.8%	x	x	x	x
CCOc1ccc(NS(=O)(=O)c2ccc3c(c2)CCN3C(=O)CCC(=O)O)cc1	0.2%	-3.4%	-1.0	-2.8%	-0.5%	-5.7%	-2.7%	3.7%	-4.0%	-0.6%
Cc1ccc(S(=O)(=O)N(CC(=O)NCc2ccco2)c2ccccc2C)cc1	1.9%	-3.6%	-6.5	0.0%	-6.7%	1.8%	-3.7%	x	5.1%	3.0%
CCOC(=O)c1c(/N=C/c2ccc(C)cc2O)sc2c1CCC2	5.6%	-3.5%	2.1	5.3%	-1.0%	-0.2%[46.1 µM]	1.4%	-2.9%	-2.1%	3.0%
O=[N+]([O-])c1cc(C(F)(F)F)cc([N+](=O)[O-])c1NCCCNc1ccc([N+](=O)[O-])c2cccnc12	-25.4%	5.7%	-9.7	-17.7%	-3.4%	3.0%[46.1 µM]	4.1%	u	-14.3%	18.8%
CCCCC1=NN(C(=O)c2cccnc2)C(O)(C(F)(F)F)C1 (configuration not stated)	1.7%	2.9%	4.6	5.7%	-1.6%	5.4%	3.2%	x	-23.4%	-1.2%

Brought forward from above: 2 entries, followed by the next part.
SMILES	AT treatment	MBNL1-CUG inh	TSHR antagonist	ASM inhibitor	TSG101-PTAP inh	TCR activator	Mito fusion yeast	Menin MLL FP TR	a7 integrin act	CXXC DNA block
O=[N+]([O-])c1cc(C(F)(F)F)cc([N+](=O)[O-])c1NCCCNc1ccc([N+](=O)[O-])c2cccnc12	-25.4%	5.7%	-9.7	-17.7%	-3.4%	3.0%[46.1 µM]	4.1%	u	-14.3%	18.8%
CCCCC1=NN(C(=O)c2cccnc2)C(O)(C(F)(F)F)C1 (configuration not stated)	1.7%	2.9%	4.6	5.7%	-1.6%	5.4%	3.2%	x	-23.4%	-1.2%
COc1ccccc1NC(=O)C(C)OC(=O)Cn1cnc2c1c(=O)n(C)c(=O)n2C (configuration not stated)	8.8%	x	-8.1	x	-5.0%	-0.5%	-0.9%	x	-21.8%	x
CNc1nc(SCc2ccc(C)cc2)nc2c1CCCC2	11.3%	3.0%	28.0	-2.8%	-0.6%	2.2%	-8.7%	3.7%	-20.4%	7.8%
CCOC(=O)c1c(NC(=O)CC)sc(C(=O)N2CCCCC2)c1C	-3.8%	-3.8%	0.8	-0.7%	-0.8%	-0.4%	7.3%	-13.1%	-10.3%	-1.7%
CCOC(=O)c1ccc(NC(=O)COc2ccc(S(=O)(=O)NC(C)CC)cc2)cc1 (configuration not stated)	5.3%	-5.8%	-15.9	-9.8%	-1.0%	-4.9%	1.6%	u	0.3%	-5.2%
Cc1ccc(-c2cc(C(=O)Nc3ccc(S(=O)(=O)Nc4nccs4)cc3)c3ccccc3n2)c(C)c1	-0.1%	5.1%	-5.5	-2.3%	0.6%	-7.1%[46.1 µM]	-3.8%	u	1.8%	-5.1%
CCN1CCN(c2ncnc3c2nnn3Cc2ccccc2)CC1	6.1%	-11.3%	1.1	-1.4%	-3.5%	-9.1%	-2.1%	-12.6%	-18.5%	3.2%
Cc1c(NC(=O)CN2C(=O)c3ccccc3C2=O)c(=O)n(-c2ccccc2)n1C	2.7%	14.4%	-0.5	4.2%	-1.6%	6.5%	-0.5%	-9.7%	11.6%	-13.6%
CCOc1[nH]n(-c2ccccc2)c(=O)c1C=Nc1ccc(C)cc1	5.0%	-4.5%	2.0	-1.2%	-5.5%	-3.1%	-1.5%	-11.3%	13.8%	4.9%
CCOc1ccc(/C=C/C(=O)OCC(=O)NCCc2ccc(OCC)c(OCC)c2)cc1OC	0.0%	x	11.1	-4.6%	1.3%	2.6%	0.4%	x	-19.5%	x
CCN(CC)S(=O)(=O)c1ccc2[nH]cc(C(=O)NCCc3ccc(OC)c(OC)c3)c(=O)c2c1	7.3%	-2.8%	-16.2	1.3%	-5.7%	1.0%	0.8%	-21.7%	-15.6%	-4.8%
CCOc1ccc(NC(=O)C(Cc2ccccc2)N2C(=O)c3cccc4cccc(c34)C2=O)cc1 (configuration not stated)	6.1%	-0.6%	-9.3	-1.0%	u	2.9%	0.7%	6.4%	-26.5%	-3.5%
O=C(COC(=O)c1c[nH]c2ccccc12)NC1CCCCC1	2.4%	x	-8.8	-0.5%	-0.2%	4.2%	1.1%	x	0.8%	x
CCN1CCN(S(=O)(=O)c2ccc(Br)s2)CC1	11.6%	-3.1%	-3.8	5.9%	-7.1%	-0.9%	-0.3%	-15.3%	4.2%	0.2%
Cc1ccc(C(=O)c2ccccc2C(=O)OCC(=O)NC(C)(C)C)cc1	19.9%	-5.6%	-23.6	1.2%	2.9%	3.9%	1.1%	-21.0%	-0.5%	0.1%
COc1ccc2ncc(OC(C)=O)cc2c1	15.2%	x	25.8	9.2%	-5.2%	-0.2%[46.1 µM]	4.4%	-6.7%	-12.5%	18.8%
OCC[C@@H]1C[C@@H](O)[C@H](O)[C@@]2(CCc3ccccc3O2)O1	0.0%	1.3%	12.3	0.3%	-3.1%	-0.8%	0.8%	16.3%	18.6%	2.8%
Cc1nc2ccc(NC(=O)c3cc(S(=O)(=O)N(C)c4ccccc4)ccc3Cl)cc2s1	6.0%	9.2%	-35.4	-1.4%	5.6%	-4.7%[46.1 µM]	-0.3%	8.0%	0.0%	19.2%

Compound activity deposited in PubChem BioAssay by National Center for Advancing Translational Sciences (NCATS).
